# Compound activity as filed in PubChem.
# MrgX1 PAM: positive allosteric modulators of MrgX1, primary screen, HEK293 cells, Fluo-4 calcium flux | 310,000 compounds, 0.63% hits | B-score at 10 µM | FDSS; stronger effect = higher value | AID 588675, 2011;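 active = plate-corrected calcium response at least 3 library SD above typical, normal starting fluorescence, not activating the receptor alone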;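 also: compound read alongside a low EC10 to EC30 dose of BAM8-22 agonist; peak minus trough fluorescence over baseline measured at the second addition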
# Target sequence (Q96LB2 whole entry, looked up): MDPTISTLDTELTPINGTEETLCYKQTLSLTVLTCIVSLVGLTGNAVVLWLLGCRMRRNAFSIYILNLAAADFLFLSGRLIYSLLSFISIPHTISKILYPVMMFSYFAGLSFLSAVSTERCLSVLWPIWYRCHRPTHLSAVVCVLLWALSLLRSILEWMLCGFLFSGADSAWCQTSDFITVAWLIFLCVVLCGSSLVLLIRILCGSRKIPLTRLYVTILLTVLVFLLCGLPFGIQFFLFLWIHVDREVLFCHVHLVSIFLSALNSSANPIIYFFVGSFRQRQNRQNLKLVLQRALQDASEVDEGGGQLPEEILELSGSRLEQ
# TRPC6 act: mouse TRPC6 channel activators, primary screen, cell-based, HEK293, membrane potential dye. Short transient receptor potential channel 6 (Mus musculus), Q61143. B-score at 10 µM. 310,000 compounds, 0.13% hits. HEK293-TRPC6 membrane potential dye fluorescence; stronger effect = higher value. AID 2550, 2010;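 active = B-score of the integrated fluorescence ratio above library mean plus 3 SD, and starting fluorescence ratio within library mean plus 5 SD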;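 also: higher score means more depolarization so channel activation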
# RGS4 inh: RGS4 inhibitors, primary screen, cell-based, HEK293 M3R inducible RGS4, calcium flux. B-score at 10 µM. Fluo-4 calcium flux; stronger effect = higher value; triggered by carbachol at its EC20. 310,000 compounds, 0.45% hits. Regulator of G-protein signaling 4 (Homo sapiens), P49798;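 active = B-score, a plate-corrected calcium signal, over three deviations above library mean, with baseline fluorescence within five deviations of library mean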;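 also: RGS4 expression induced by doxycycline in cells with stable M3 receptor; B-score is computed from the integrated fluorescence ratio over baseline after carbachol; higher B-score means a larger calcium signal and so more RGS4 inhibition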
# Target sequence (P49798 whole entry, looked up): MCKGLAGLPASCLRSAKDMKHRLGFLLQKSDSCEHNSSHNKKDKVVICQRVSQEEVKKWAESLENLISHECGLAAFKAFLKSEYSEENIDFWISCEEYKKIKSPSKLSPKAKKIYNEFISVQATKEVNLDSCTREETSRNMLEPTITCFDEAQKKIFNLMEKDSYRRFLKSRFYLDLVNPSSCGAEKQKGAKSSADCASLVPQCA
# SKKanGAS inh: S. pyogenes SKKanGAS growth inhibitors in kanamycin, primary screen, streptokinase expression inhibitor project, SKKanGAS strain, BacTiter-Glo luminescence; 6 h; inhibition, % at 7.5 µM; AID 1662, 2009; 300,000 compounds, 1.3% hits;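 active = mean replicate score, as percent of positive control median, at least 50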;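 also: strain carries kanamycin resistance gene driven by streptokinase promoter and grows in 40 µg/ml kanamycin; loss of luminescence reflects streptokinase promoter inhibition or plain growth inhibition; 0% = median of DMSO wells and 100% = positive control at its reference dose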
# ANO1 block: TMEM16A chloride channel inhibitors, primary screen, cell-based, HTS; HEK293 TMEM16A/YFP iodide influx fluorescence, ionomycin; AID 588511, 2011; normalized B-score (activity score, 25-100; higher = stronger inhibition) at 10 µM; Anoctamin-1 (Mus musculus), Q8BHY3; 310,000 compounds, 1.2% hits;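 active = ratio plate-corrected score three or more library SD toward inhibition, starting fluorescence score within five deviations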;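 also: score derived from kinetic fluorescence span divided by baseline fluorescence per well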
# MrgX1 antag: antagonists of human MrgX1 receptor, primary screen, HEK293 cells, Fluo-4 calcium flux; Mas-related G-protein coupled receptor member X1 (Homo sapiens), Q96LB2; 310,000 compounds, 1.3% hits; AID 588676, 2011; BAM8-22 antagonism; stronger effect = lower value; B-score at 10 µM;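 active = calcium-response B-score plate-corrected more than 3 library SD below zero, starting fluorescence within 5 deviations, no agonist response on first addition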;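 also: peak minus trough fluorescence over baseline after final BAM8-22 challenge near maximal dose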
# MrgX1 ag: agonists of human MrgX1 receptor, primary screen, HEK293 cells, Fluo-4 calcium flux; Mas-related G-protein coupled receptor member X1 (Homo sapiens), Q96LB2; Fluo-4 calcium fluorescence, agonist mode; stronger effect = higher value; 310,000 compounds, 0.44% hits; B-score at 10 µM;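 active = calcium response B-score plate-corrected fluorescence ratio at least 3 library SD, with starting fluorescence B-score inside 5 SD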
#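 Test system: Stable human MrgX1 HEK293 cell line | Schedule: Overnight plating before 1 h dye loading | Read-out basis: Baseline-normalised fluorescence change ratio, B-scored | Detection: Kinetic calcium dye fluorescence, Fluo-4 NW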
# TRPC6 inhibitor: mouse TRPC6 channel inhibitors, primary screen, cell-based, HEK293, membrane potential dye | Short transient receptor potential channel 6 (Mus musculus), Q61143 | ACh-evoked depolarization; stronger effect = lower value | B-score at 10 µM | 310,000 compounds, 1.1% hits | AID 2553, 2010;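 active = B-score under library mean minus 3 SD, initial fluorescence not abnormally high, positive integrated signal ratio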;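 also: B-score derived from integrated fluorescence ratio over the kinetic read; more negative B-score means stronger inhibition of depolarization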
# HDAC3 inh: HDAC3 deacetylase inhibitors, primary screen, biochemical, fluorescence, cell-free homogeneous | Histone deacetylase 3 (Homo sapiens), O15379 | recombinant HDAC3, fluorogenic peptide/trypsin coupled | 320,000 compounds, 0.15% hits | inhibition, % at 8.3 µM | AID 2718, 2010; in the data active = inhibition above about 26%, passing the limit was not always enough
# Target sequence (O15379 whole entry, looked up): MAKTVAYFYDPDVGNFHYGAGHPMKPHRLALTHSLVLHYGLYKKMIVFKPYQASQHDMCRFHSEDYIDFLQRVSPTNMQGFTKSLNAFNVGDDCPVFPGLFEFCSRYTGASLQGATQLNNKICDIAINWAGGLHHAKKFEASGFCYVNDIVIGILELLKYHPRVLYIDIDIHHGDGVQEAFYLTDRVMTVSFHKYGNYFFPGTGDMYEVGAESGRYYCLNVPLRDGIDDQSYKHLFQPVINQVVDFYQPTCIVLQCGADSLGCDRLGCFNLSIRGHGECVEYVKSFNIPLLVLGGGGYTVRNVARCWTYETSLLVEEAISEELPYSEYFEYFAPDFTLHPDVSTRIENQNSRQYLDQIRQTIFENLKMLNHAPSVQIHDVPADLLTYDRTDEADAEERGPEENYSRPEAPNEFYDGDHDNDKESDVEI
# TMEM16A act: TMEM16A chloride channel activators or potentiators, primary screen, cell-based, HTS; HEK293 TMEM16A/YFP-H148Q/I152L, iodide quench fluorescence; stronger effect = lower value; B-score at 10 µM; 340,000 compounds, 0.3% hits; AID 623877, 2012;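 active = fluorescence-ratio B-score plate-corrected deviation score at least 3 library SD below zero, with starting fluorescence score within 5 deviations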;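 also: channel opened by trigger with iodide after compound preincubation; score built on the fluorescence ratio of max minus min over baseline; more negative score means more quench and so TMEM16A activation or potentiation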
# RGS4 pot: RGS4 potentiators or activators, primary screen, cell-based, HEK293 M3R inducible RGS4, calcium flux | B-score at 10 µM | carbachol calcium flux Fluo4; stronger effect = lower value | AID 463111, 2010 | 310,000 compounds, 0.92% hits;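 active = B-score of the integrated calcium signal more than 4 SD below the library mean, with starting fluorescence not abnormally high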;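 also: negative B-score means reduced calcium response which marks RGS4 activation or potentiation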
#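 Test system: HEK293 cells with stable M3R and inducible RGS4; also added: carbachol at ECmax as muscarinic agonist stimulus; schedule: dye loading 30 min 37 °C, buffer rest 30 min RT; technique: kinetic calcium fluorescence imaging with Fluo4-AM dye, 2 µM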
# Numbers without * were called inactive; i = inactive; . = no result given.
mol	MrgX1 PAM	MrgX1 antag	TRPC6 inhibitor	TRPC6 act	SKKanGAS inh	RGS4 inh	TMEM16A act	MrgX1 ag	ANO1 block	HDAC3 inh	RGS4 pot
COc1ccc(C2C(C#N)=C(N)OC3=C2C(=O)CC(C)(C)C3)c([N+](=O)[O-])c1OC (stereo unspecified)	i	i	i	i	0.9	i	i	i	i	4.8	i
CC1(C)C2CCC1(C)C(OCCNCCOC(=O)Nc1ccccc1)C2 (stereo unspecified)	i	i	i	i	11.6	i	i	i	i	2.7	i
CCCCN=C1N/C(=C\c2ccco2)C(=O)N1c1ccccc1	i	i	i	i	-1.0	i	i	i	i	4.7	i
Cc1cccc(NC(=O)NC(C)C(c2ccccc2)N2CCN(C)CC2)c1 (stereo unspecified)	i	i	i	i	8.4	i	i	i	i	-1.5	i
Cc1ccc(-c2nnc(SC(C)C(=O)NCC3CCCO3)nc2-c2ccc(C)cc2)cc1 (stereo unspecified)	i	i	i	i	0.7	i	i	i	i	5.9	i
CCOc1cc(-c2noc(CCC(=O)Nc3cccnc3)n2)ccc1OC	i	i	i	i	7.4	i	i	i	i	4.0	i
COC(=O)c1sccc1NC(=O)Nc1cccc(Cl)c1Cl	i	i	i	i	-3.7	i	i	i	i	1.2	i
O=C(NCc1cccs1)C1CCCN(S(=O)(=O)c2cnc[nH]2)C1 (stereo unspecified)	i	i	i	i	1.0	i	i	i	i	.	i
COc1ccccc1C1CCN(Cc2ccc3ccccc3c2)CC1	i	i	i	i	15.2	i	i	i	i	3.1	i
CCNC(=O)C1=C(O)c2sccc2N(C)S1(=O)=O	i	i	i	i	-1.6	i	i	i	i	7.2	i
COc1ccc(Cl)cc1NC(=O)N1CCN(S(C)(=O)=O)CC1	i	i	i	i	2.2	i	i	i	i	8.7	i
CCN(CC(=O)Nc1cc(Cl)ccc1C)C(=O)C1CCCCC1	i	i	i	i	0.1	i	i	i	i	-9.9	i
O=C(COc1ccccc1[N+](=O)[O-])NCCC1=CCCCC1	i	i	i	i	-3.5	i	i	i	i	0.6	i
Nc1nc(SCC(=O)NCc2ccco2)[nH]c(=O)c1-c1ccccc1	i	i	i	i	0.3	i	i	i	i	-3.1	i
CCCCn1c(SCC(=O)NCc2ccccc2)nc2ccc(N3CCOCC3)cc2c1=O	i	i	i	i	1.0	i	i	i	i	2.3	i
COc1cc(C(=O)NC(c2ccccc2)c2ccccc2)cc(OC)c1C	i	i	i	i	-4.2	i	i	i	i	-1.1	i
COc1ccc(CNC(=O)COC(=O)c2n[nH]c3ccccc23)cc1OC	i	i	i	i	-21.6	i	i	i	i	0.3	i
Cc1ccc(C(=O)NCc2ccco2)cc1S(=O)(=O)N1CCCCC1	i	-6.7*	i	i	-1.3	i	i	i	i	3.9	i
Cc1cc(C(=O)COc2ccccc2C(N)=O)c(C)n1C	i	i	i	i	-5.5	i	i	i	i	3.8	i
CCc1nc2ccccc2n1Cc1ccccc1OC	i	i	i	i	7.5	i	i	i	i	1.7	i
CCc1nc(N2CCN(C(=S)NCCCOC)CC2)c2c3c(sc2n1)CCCC3	i	i	i	i	36.0	i	i	i	i	8.1	i
O=S(=O)(CCN1CCSCC1)c1ccc(Cl)cc1	i	i	i	i	28.8	i	i	i	i	-0.4	i
O=C(CCc1cn2ccccc2n1)NC1CCCc2c1cnn2-c1ccccc1F (stereo unspecified)	i	i	i	i	-3.4	i	i	i	i	5.9	i
Cc1ccc(OCc2cc(C(=O)N(C)CCn3ccnc3C)no2)cc1C	i	i	i	i	-5.1	i	i	i	i	2.7	i
C=CCN(c1ccccc1)S(=O)(=O)c1cccc(C(=O)N(CC)CC(=O)Nc2c(F)cccc2F)c1	i	i	i	i	11.7	i	i	i	i	-2.0	i
Cc1cc(C)nc(NS(=O)(=O)c2ccc(N/C=C\C(=O)c3cccs3)cc2)n1	i	i	i	i	-3.1	i	i	i	i	0.6	i
COc1ccc(CCCC(=O)Nc2ccc(F)cc2)cc1	i	i	i	i	-10.1	i	i	i	i	-2.1	i
N#Cc1cc(-c2ccccc2)nnc1Oc1ccccc1Cl	i	i	i	i	-1.5	i	i	i	i	2.0	i
CC(NC(=O)c1ccc(S(=O)(=O)N(C)C)cc1)c1ccccc1 (stereo unspecified)	i	i	i	i	-3.0	i	i	i	i	-1.1	i
CCSC1=NC(C)(C)C=C(/C=C/c2ccc(Cl)cc2Cl)N1	i	i	i	i	-4.7	i	i	i	i	5.0	i
CCOC(=O)Nc1ccc(C(=O)Oc2ccccc2)c(O)c1	i	i	i	i	-2.3	i	i	i	i	1.3	i
N#Cc1c2c(c(Nc3ccccc3)n3c1nc1ccccc13)CCC2	i	i	i	i	6.4	i	i	i	i	-17.5	i
CCOc1ccc(CC(=O)NNC(=S)Nc2ccccc2)cc1Br	i	i	i	i	-3.7	i	i	i	i	4.6	i
COc1ccc(S(=O)(=O)NNc2nc(C)cc(C)n2)cc1Br	i	i	i	i	-4.3	i	i	i	i	6.5	i
CCOC(=O)CN1C(=O)C(=O)c2cc(C)ccc21	i	i	i	i	-14.2	i	i	i	i	-1.0	i
O=C(CCc1nc2ccccc2s1)N1CCN(c2ccccc2)CC1	i	i	i	i	0.9	i	i	i	i	6.3	i
Cc1ccc(-c2nc(=O)[nH]c3ccccc23)cc1	i	i	i	i	-0.9	i	i	i	i	.	i
CCCSc1ccc([C@@H]2[C@H]3C(=O)N(CC)C(=O)[C@H]3[C@]3(C(=O)OC)CCCN23)cc1OC	i	i	.	.	.	.	i	i	i	7.0	.
CC1CN2C(c3ccc(Cl)cc3)=CSC2=N1 (stereo unspecified)	i	i	i	i	-4.5	i	i	i	i	2.3	i
CC(=O)NS(=O)(=O)c1ccc(NC(=O)CN2C(=O)C3C4C=CC(C4)C3C2=O)cc1 (stereo unspecified)	i	i	i	i	-14.9	i	i	i	i	-3.0	i
O=C(O)Cc1cc2c(s1)CCCCC2	i	i	i	i	-1.5	i	i	i	i	2.9	i
CCOc1cc(C2C(C#N)=C(N)OC3=C2C(=O)CC(C)(C)C3)cc([N+](=O)[O-])c1O (stereo unspecified)	i	i	i	i	-1.5	i	i	i	i	3.5	i
Cc1ccc(-n2c3c(c(=O)[nH]c2=O)C(NS(=O)(=O)c2ccc(Cl)cc2)(C(F)(F)F)C(=O)N3)cc1 (stereo unspecified)	i	i	i	i	3.8	i	i	i	i	5.5	i
N#C/C(=C(/O)c1ccc2c(c1)OCO2)c1nc2cc(C(F)(F)F)ccc2s1	i	i	i	i	51.6*	i	i	i	100*	-0.7	i
CCn1cnc2cc(NCc3ccccc3Cl)ccc21	i	i	i	i	-9.7	i	.	i	i	-5.0	i
CC(C)c1nc(N2CCCC2)c(C#N)c2c1CCCC2	i	i	i	i	93.1*	i	i	i	i	-5.1	i
Cc1cccc(-n2ncc3c(N(C)C4CCCCC4)ncnc32)c1	i	i	i	i	-0.5	i	i	i	i	5.0	i
CCOC(=O)CSc1nnc(CNC(=O)Cc2ccccc2)n1-c1ccccc1OC	i	i	.	.	.	.	i	i	i	2.6	.
C=CCn1cc(C(=O)NCc2ccco2)c(=O)c2cc(S(=O)(=O)N3CCCCCC3)ccc21	i	i	i	i	2.2	i	i	i	i	17.4	i
O=C(CN(C(=O)CCC(=O)Nc1nccs1)c1ccccc1F)NCc1ccc2c(c1)OCO2	i	i	i	i	-3.4	i	i	i	i	-1.2	i
O=C(Nc1ccc(SC(F)F)cc1)C1CC(=O)N(Cc2ccccc2)C1 (stereo unspecified)	i	i	i	i	-10.9	i	i	i	i	2.7	i
Oc1ccc(Nc2ncnc3scc(-c4ccccc4)c23)cc1	i	i	i	i	-0.1	i	i	i	i	9.1	i
O=C(CSc1nnnn1C1CCCCC1)NCc1ccco1	i	i	i	i	-2.7	i	i	i	i	-11.4	i
Cc1ccc([C@@H]2CC=C(C(=O)O)CN2S(=O)(=O)c2ccc(C)cc2)cc1	i	i	.	.	.	.	i	i	i	3.1	.
O=C(CNC(=O)c1cccs1)N/N=C/c1cccc(Br)c1	.	.	i	i	-7.0	i	i	.	.	.	i
NS(=O)(=O)c1ccc(CCNC(=O)C2CCN(c3ncnc4c3nc3n4CCCCC3)CC2)cc1	i	i	i	i	-0.2	i	i	i	i	0.3	i

# Following part.
mol	MrgX1 PAM	MrgX1 antag	TRPC6 inhibitor	TRPC6 act	SKKanGAS inh	RGS4 inh	TMEM16A act	MrgX1 ag	ANO1 block	HDAC3 inh	RGS4 pot
CCOP(=O)(OCC)c1nc(-c2cccc3ccccc23)oc1N1CCOCC1	i	i	i	i	2.6	i	i	i	i	-285.0	i
C=CCn1c(SCCC(=O)O)nc2c1c(=O)n(C)c(=O)n2C	i	i	i	i	-7.9	i	i	i	i	1.4	i
CNC(=O)c1csc(-c2ccccc2)n1	i	i	i	i	2.4	i	i	i	i	1.3	i
COC(=O)C1CC(O)CN1C(=O)c1ccco1 (stereo unspecified)	i	i	i	i	-4.0	i	i	i	i	-3.6	i
COc1ccc(C(=O)C2CCCN(C(=O)c3ccc4cc[nH]c4c3)C2)c(C)c1 (stereo unspecified)	i	i	i	i	-7.6	i	-12.7*	i	i	0.0	i
O=C(Cc1ccccc1)NCC(=O)N1CCCCCC1	i	i	i	i	-4.0	i	i	i	i	-1.9	i
CCOc1ccc(CNC(=O)C2CCN(c3nn4c(=O)cc(C)nc4s3)CC2)cc1	i	i	i	i	0.9	i	i	i	i	5.6	i
CCN(CC)S(=O)(=O)c1ccc(C(=O)Nn2cnnc2)cc1	i	i	i	i	2.0	i	i	i	i	2.7	i
